PLC-gamma1 inh: inhibitors of human phospholipase C gamma1 | P19174 | purified PLC-gamma1, fluorogenic substrate, fluorescence | inhibition, % at 12.2 µM | hit rate 0.84% among 370,000; in the data active means inhibition above about 9.5%
FXN GAA850 act: increases GAA850 frataxin promoter reporter activity; activation, % at 6 µM; hit rate 0.56% among 360,000; HEK293 lucGAA850 FXN promoter luciferase reporter, 24 h; percent of 10 µM SAHA response;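 active means activation above the average of all compounds screened plus 3 SD, cutoff fixed separately per campaign, cut at about 7.5% in these data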;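 further: 0% = DMSO wells and 100% = 10 µM SAHA wells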
DAX1 inh-1: inhibits human nuclear receptor DAX1; P51843; HEK293 Gal4-DAX1 luciferase reporter, luminescence; inhibition, % at 6.75 µM; hit rate 0.99% among 340,000; AID 504766;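 active means inhibition above the mean over all tested compounds plus 3 SD, cut at about 4.2% in these data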;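 further: 0% = DAX1-transfected cells with DMSO and 100% = empty-vector control cells with DMSO; inhibition shows as a rise in luminescence from relieved DAX1 repression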
ADAM17 inh: ADAM17 inhibition, QFRET primary screen; P78536; recombinant ADAM17, EDANS/DABCYL FRET peptide cleavage; AID 720648; hit rate 0.83% among 370,000; inhibition, % at 6.95 µM;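 active means inhibition above the mean of compounds lying between control limits plus 3 SD, set per campaign, cut at about 8.5% in these data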;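 further: 0% = DMSO-only wells as the low control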
hcDAF-12 act: H. contortus DAF-12 activation, primary screen; HEK293 hcDAF-12 lit1-tk-luc reporter, luminescence; 0% DMSO, 100% Δ7-dafachronic acid; activation, % at 6.8 µM; hit rate 1.4% among 370,000;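 active means activation above the mean of all tested compounds plus 3 SD, cut at about 5.5% in these data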;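 further: 100% = response to 3 µM Δ7-dafachronic acid high control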
PLC-beta3 inh: PLC-beta3 (human) inhibition, primary screen. hit rate 0.18% among 370,000. inhibition, % at 12.2 µM. Purified PLC-beta3, fluorogenic substrate, fluorescence. AID 720704; in the data active means inhibition above about 11%;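 further: 0% = median of compound wells on plate and 100% = full blocker control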
Target sequence (Q01970 whole entry, looked up): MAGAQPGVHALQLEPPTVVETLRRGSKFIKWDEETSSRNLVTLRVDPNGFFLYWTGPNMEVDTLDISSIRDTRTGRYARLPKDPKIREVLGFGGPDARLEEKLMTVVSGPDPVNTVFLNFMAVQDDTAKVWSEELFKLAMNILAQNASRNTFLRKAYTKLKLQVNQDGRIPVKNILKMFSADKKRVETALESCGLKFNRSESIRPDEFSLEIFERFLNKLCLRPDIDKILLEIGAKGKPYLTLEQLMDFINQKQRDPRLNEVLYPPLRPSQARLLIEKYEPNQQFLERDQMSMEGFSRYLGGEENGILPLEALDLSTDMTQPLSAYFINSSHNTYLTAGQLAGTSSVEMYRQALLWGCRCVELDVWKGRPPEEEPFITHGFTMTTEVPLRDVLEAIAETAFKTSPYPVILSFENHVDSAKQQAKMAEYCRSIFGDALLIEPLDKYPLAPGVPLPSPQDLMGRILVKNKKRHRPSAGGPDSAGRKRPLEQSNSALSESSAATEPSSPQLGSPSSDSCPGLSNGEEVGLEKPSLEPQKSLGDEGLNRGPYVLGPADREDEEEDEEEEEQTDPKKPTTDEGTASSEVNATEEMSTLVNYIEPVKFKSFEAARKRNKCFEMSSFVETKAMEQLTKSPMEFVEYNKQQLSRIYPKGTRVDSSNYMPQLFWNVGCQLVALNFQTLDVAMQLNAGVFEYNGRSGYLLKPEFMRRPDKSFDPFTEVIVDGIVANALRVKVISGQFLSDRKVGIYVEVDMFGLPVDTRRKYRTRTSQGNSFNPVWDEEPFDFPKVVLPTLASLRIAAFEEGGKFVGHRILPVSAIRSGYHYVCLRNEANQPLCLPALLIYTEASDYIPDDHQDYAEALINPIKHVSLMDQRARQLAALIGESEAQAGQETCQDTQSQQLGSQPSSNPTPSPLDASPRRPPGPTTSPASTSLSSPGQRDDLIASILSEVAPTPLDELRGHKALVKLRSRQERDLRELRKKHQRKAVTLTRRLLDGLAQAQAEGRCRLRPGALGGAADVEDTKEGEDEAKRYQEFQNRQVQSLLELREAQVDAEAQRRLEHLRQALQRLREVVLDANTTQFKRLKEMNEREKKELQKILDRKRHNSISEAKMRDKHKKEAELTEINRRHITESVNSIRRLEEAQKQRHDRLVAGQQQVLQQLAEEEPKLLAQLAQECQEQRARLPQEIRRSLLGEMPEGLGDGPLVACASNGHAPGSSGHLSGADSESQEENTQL
sPLA2-III inh: Blocks human group III sPLA2 activity. AID 743126. hit rate 0.56% among 370,000. inhibition, % at 12.2 µM. Q9NZ20. QFRET BODIPY PC-A2 liposome hydrolysis, fluorescence;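 active means inhibition above mean plus 3 SD of compounds lying within the high and low control bounds, cut at about 19% in these data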;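 further: 0% = median of test compound wells and 100% = no enzyme DMSO wells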
hgDAF-12 ag: hgDAF-12 agonism, primary luciferase screen; AID 687014; hit rate 1.8% among 370,000; HEK293 GAL4-hgDAF12 UAS-luciferase reporter, agonist luminescence; normalized to butyrate control; activation, % at 6.8 µM;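 active means activation above a cutoff set at the mean of all screened compounds plus 3 SD, cut at about 10% in these data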;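 further: 0% = DMSO wells and 100% = sodium butyrate wells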
DAX1 inh-2: inhibitors of DAX1 repression of SF-1 activated StAR promoter. AID 652010. hit rate 1.1% among 370,000. inhibition, % at 6.8 µM. HEK293T StAR-luciferase reporter, SF-1/DAX-1 repression relief;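 active means inhibition above the mean over all tested compounds plus 3 SD, cut at about 3.6% in these data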;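 further: 0% = DAX-1 cells with DMSO and 100% = cells lacking DAX-1 with DMSO; higher inhibition means more luminescence from relief of DAX-1 repression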
ssDAF-12 act: S. stercoralis DAF-12 activation, primary screen. HEK293 ssDAF-12/GRIP1 lit1-tk-luc reporter, luminescence; % of 3 µM dafachronic acid response. AID 652126. activation, % at 6.8 µM. hit rate 1% among 370,000;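 active means activation above the mean over all tested compounds plus 3 SD, cut at about 0.9% in these data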;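 further: 0% = DMSO-only wells and 100% = 3 µM delta7-dafachronic acid wells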
ADAM10 inh: ADAM10 inhibition, QFRET primary screen | O14672 | recombinant ADAM10, EDANS/DABCYL FRET peptide cleavage, 3 h | hit rate 0.62% among 370,000 | inhibition, % at 7 µM;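 active means inhibition above a per-campaign cutoff equal to the mean of compounds falling between control-based bounds plus 3 SD, cut at about 20% in these data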;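 further: 0% = DMSO wells while the 100% control is not disclosed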
* marks the source's active call; other numbers are inactive results; · = not tested or not shown. The order is random. Share with any hit: about 6.9%.

SMILES	PLC-gamma1 inh	FXN GAA850 act	DAX1 inh-1	ADAM17 inh	hcDAF-12 act	PLC-beta3 inh	sPLA2-III inh	hgDAF-12 ag	DAX1 inh-2	ssDAF-12 act	ADAM10 inh
COc1ccc(N2CCN(C(=O)COc3ccc4c(C)cc(=O)oc4c3)CC2)cc1	-23	-0.2	0.6	-56	-1.9	-36	3	-0.6	-1.9	-1.8	-152
CCCNC(=O)C1(C)CCN(C(=O)c2ccc(OC(F)F)cc2)C1 (centres undefined)	0	0.8	·	0	-1.6	3	0	-1.8	0.5	-1.2	-2
O=C1CC(c2ccccc2)CC(O)=C1C=Nc1ccccc1Cl (centres undefined)	-4	-1.2	1.8	-3	0.4	-2	-7	-1.1	1.2	-0.7	-5
Cc1cc(C(=O)NCc2cccs2)c(C)o1	-1	-2.7	0.6	3	0.4	-7	5	-2.8	-0.1	-0.7	-1
COCCCn1c(SCC(=O)NC2CCCCC2)nnc1-c1ccncc1	-1	0.1	1.6	-3	-1.6	-1	3	-2.6	0.5	-2.3	-9
O=C(c1ccc(-c2nnc(-c3ccccc3)o2)cc1)N1CCCCCC1	-1	3.8	0.8	-4	1.9	1	6	6.6	1.2	-0.2	-1
O=C(NCC1CCCO1)C(c1ccc(F)cc1)N(CCCN1CCOCC1)C(=O)c1ccc(-c2ccccc2)[nH]1 (centres undefined)	1	·	·	-1	0.3	3	-5	-2.1	0.1	-0.4	-2
COc1ccc(/C(C)=N\NC(=O)CSc2nnc(C)s2)cc1	-1	1.7	0.8	-1	-1.3	-1	1	-1.7	0.0	-0.9	-4
CC(C)c1ccc(NC(=O)NCc2ccccn2)cc1	0	5.4	0.8	-2	-0.8	-8	1	3.5	0.7	-1.1	6
Cc1cc(C(=O)C(=O)N(C)C)c(C)n1-c1ccc(Cl)cc1	1	1.1	-0.6	0	-1.0	1	1	-2.5	-0.1	-2.0	8

Arranged by value in DAX1 inh-2 (largest number first): some entries from above.
structure | DAX1 inh-2
O=C(NCC1CCCO1)C(c1ccc(F)cc1)N(CCCN1CCOCC1)C(=O)c1ccc(-c2ccccc2)[nH]1 (centres undefined) | 0.1
COc1ccc(/C(C)=N\NC(=O)CSc2nnc(C)s2)cc1 | 0.0
COc1ccc(N2CCN(C(=O)COc3ccc4c(C)cc(=O)oc4c3)CC2)cc1 | -1.9

(next part)
SMILES	PLC-gamma1 inh	FXN GAA850 act	DAX1 inh-1	ADAM17 inh	hcDAF-12 act	PLC-beta3 inh	sPLA2-III inh	hgDAF-12 ag	DAX1 inh-2	ssDAF-12 act	ADAM10 inh
CC(C)CNC(=O)C(=O)NC1CCCC1	1	3.3	1.9	-3	2.1	2	-2	1.6	0.6	0.2	-7
CCOC(=O)C(C(C)=O)c1nc(C)nc2c1nnn2Cc1ccccc1Cl (centres undefined)	13*	0.9	0.1	0	0.0	2	6	2.7	-0.4	-1.2	6
Cc1cc(C)c(C(N)=O)c(Nc2cccc(Cl)c2C)n1	8	0.0	1.2	1	0.0	0	2	-1.6	0.3	-0.8	-1
O=S(=O)(O)c1ccc(Cl)c(Cl)c1	0	0.4	-1.2	-1	-0.8	-4	-4	7.2	-0.1	-1.1	-4
COc1ccccc1N1CCN(/N=C/c2cc(OC)c(OC(C)=O)c(OC)c2)CC1	3	0.6	0.8	2	0.2	-1	1	0.0	-0.3	-0.7	4
O=C(Cc1ccc(-n2c(=O)c3sccc3n(Cc3ccc(F)cc3)c2=O)cc1)NCc1ccco1	2	-1.6	0.9	2	-2.0	-1	-1	2.3	-0.7	-1.4	0
COc1ccc(/C=C/C(=O)c2ccc3c(c2)OCO3)c(OC)c1	-32	6.3	3.2	-3	3.6	-36	-6	24*	3.3	0.1	2
Cc1ccsc1C(=O)N1CCC(CO)(Cc2ccccc2)CC1	0	-0.8	1.6	-4	-1.5	1	1	0.6	-0.3	-1.0	-2
O=C(Nc1c2c(nc3ccccc13)CCCC2)c1ccccc1Br	2	-0.1	-0.8	1	-1.0	5	2	-0.7	0.1	-1.8	6
CCN1/C(=C2\C(=O)N(c3ccccc3)N=C2C)C=Cc2cc(C)ccc21	4	0.7	0.5	1	1.4	-2	6	0.9	-0.5	-0.8	2
c1ccc(-c2ccnc3nc(N4CCN(c5ccccc5)CC4)nn23)cc1	-28	5.0	-0.6	1	-0.4	-41	-10	-3.3	-0.6	-1.7	-3
Cc1ccn2cc(C(=O)Nc3ccc4c(c3)OCCO4)nc2c1	-3	-2.1	2.9	-2	0.2	-3	-5	3.2	2.3	-0.8	-2
CCOc1ccc(Cc2noc3c2C(=O)CC(C)(C)C3)cc1OCC	-2	0.1	0.4	-3	-1.1	-6	-3	0.2	0.1	-1.8	-2
Cc1cc(C)nc(N/N=C/C2=C(N3CCOCC3)C(=C/c3ccccc3)/CC2)n1	-39	1.1	-1.1	2	-4.4	-41	-7	-2.8	-0.2	-1.2	-7
CC(C)OP(=O)(OC(C)C)C(NC(=O)c1ccccc1)C(N)=O (centres undefined)	2	0.9	1.2	-2	0.9	-2	-4	-1.6	-0.2	-1.2	0
CCCn1c(CNc2ccccc2O)nc2ccccc21	-13	-2.3	0.7	-3	1.1	-16	2	-3.6	-0.8	-0.7	-13
CCOc1nc(Nc2ccc(OC)cc2)nc(OCC)n1	2	3.1	1.1	-3	-2.5	4	1	-1.8	-0.2	-1.4	-4
Cc1ccc(S(=O)(=O)c2c(C)cc(C)[nH]c2=O)cc1	-2	1.8	0.6	-2	-1.2	-5	6	-1.1	-0.1	-0.4	0
CCOC(=O)[C@]12CCCC=C1N(Cc1ccc(OC)cc1)C(=O)[C@@H]2CC(=O)NCCCOC	2	·	·	-7	-2.2	0	5	-1.3	-1.5	-0.6	-4
O=C(Nc1ccc2c(c1)OCCO2)c1cc2sccc2n1Cc1ccccc1	-30	-5.8	-1.8	7	-4.7	-35	-2	-8.6	-2.5	-2.3	17
O=C(/C=C/c1ccc(Cl)cc1)Nc1ccc(Br)cn1	-3	0.8	-0.4	-5	-0.8	-6	2	-2.0	-0.8	-1.7	-2
COC(=O)CC(NC(=O)Nc1ccc(C)cc1)c1cccc([N+](=O)[O-])c1 (centres undefined)	0	2.1	2.5	3	-1.3	3	-10	1.2	0.4	-1.1	10
COc1cccc(NC(=O)C2(C)CCN2Cc2ccc3ccccc3c2)c1 (centres undefined)	4	2.2	·	6	-1.1	1	-9	0.2	1.4	-1.4	17
CCC1(CC)C(=O)C2=C3C1[C@H](C(=O)OC)C=C(C(=O)OC)C[C@H]3[C@H]1C(=O)N(CC(=O)OC)C(=O)[C@H]1[C@H]2C (some centres undefined)	-1	-0.8	2.0	-3	-0.5	-6	4	-0.4	0.4	-0.9	-8
COc1ccc(CNC(=O)CN2C(=O)NC3(CCCCCC3)C2=O)cc1OC	-1	0.3	-0.3	-1	-0.2	1	2	-1.0	0.4	-1.2	-6
CCN(CC)S(=O)(=O)c1cccc(C(=O)Nc2cc(C)cc(C)c2)c1	1	4.1	-0.5	3	-1.7	-2	-14	1.0	-0.7	-1.3	1
CN(c1ccc(OCC(=O)OCC(=O)Nc2ccc(OC(F)F)cc2)cc1)S(=O)(=O)c1cccs1	3	-1.1	0.7	4	-0.8	-39	-7	-0.5	-0.2	-0.7	-1
NC(=O)NC(c1ccccc1)c1ccccc1	5	-0.7	-0.9	-8	-1.2	-1	17	1.2	-0.2	-1.0	6
COc1cccc(-c2cc(C(=O)Nc3ccncc3)c3ccccc3n2)c1	-41	0.1	-0.9	-2	5.2	-62	-16	-1.7	-1.4	0.4	-3
O=C(NCc1ccccc1Cl)c1cnn2cccnc12	-82	-0.7	-0.3	-25	0.4	-120	4	-1.2	0.0	-1.0	-59
Cc1ccccc1C(=O)c1cccn1CC(=O)NCCN1CCN(c2cccc(C)c2C)CC1	9	1.0	-0.4	5	-1.2	5	1	-0.8	-0.5	-1.8	13
Cc1c(Cl)c([N+](=O)[O-])nn1CC(=O)N1CCN(C23CC4CC(CC(C4)C2)C3)CC1	4	-2.1	-1.3	-1	-0.3	-3	-15	0.6	0.0	-1.3	0
O=C(CCNC(=O)c1ccccc1Cl)NCCC1=CCCCC1	-1	3.2	0.2	-1	-0.9	-4	2	-0.8	-0.2	-1.4	-7
Cc1cccc(NC(=O)CN2CCN(C(=O)CN3C(=O)NC4(CC(C)CC(C)(C)C4)C3=O)CC2)c1C (centres undefined)	0	1.5	0.2	1	0.2	-4	-1	-0.8	-0.5	-1.3	-3
CC(OC(=O)c1ccc([N+](=O)[O-])s1)C(=O)NC1CCCCC1C (centres undefined)	-1	0.5	-0.5	0	1.3	-3	1	0.0	-2.1	-1.8	0
COc1ccccc1Cc1c(-c2ccc(C#N)cc2)nc2ccc(C)cn12	-143	·	·	-44	-1.2	-199	-9	3.2	1.3	-0.8	-179
COc1ccccc1NC(=O)Nc1ccc2[nH]c(=O)[nH]c2c1	0	0.0	-0.7	0	0.7	1	-1	3.0	-0.1	-0.6	-7
O=C(N=C1SC2CS(=O)(=O)CC2N1Cc1ccc(Cl)cc1)C1CC1 (centres undefined)	4	-0.2	0.5	-2	-1.2	-2	2	-1.6	0.0	-0.7	7
CC(C)(C)Cc1nnc(NC(=O)CSc2ccccc2)s1	-3	2.5	1.5	-3	-0.4	-5	3	5.3	1.1	-0.2	2
CCN(CC)S(=O)(=O)c1ccc(Cl)c(C(=O)NC)c1	0	1.4	-0.3	3	-1.5	-1	6	-2.3	0.2	-1.4	-7
O=C(Nc1ccc(NC(=O)C2CCCCC2)nc1)c1ccccn1	4	6.0	-0.2	1	-1.1	1	0	12*	0.4	-1.1	6
CC(C)N(C(=O)CSc1nc2ccccc2n1Cc1ccc(F)cc1)C(C)C	0	-2.7	-0.6	-3	-0.5	3	-3	-0.4	-1.0	-1.6	4
O=C(Nc1ccc(S(=O)(=O)NCc2ccccc2)cc1)c1ccc(Br)o1	1	0.4	-0.5	-1	-2.4	1	-27	-4.5	-2.3	-1.6	7
Cc1ccc(S(=O)(=O)N2CCN(c3ccc4nnc(-c5ccccc5)n4n3)CC2)cc1	-2	2.0	-0.7	-3	-1.4	-3	12	-0.8	0.0	-0.9	-8
CN(C)CC(C)(C)CNS(=O)(=O)c1cccc(Cl)c1Cl	1	-0.7	1.0	-3	-0.2	1	-2	4.1	-0.3	-0.8	1
CC1(C)NC(=O)N(CC(=O)N2CCN(c3ccc([N+](=O)[O-])cc3)CC2)C1=O	3	1.6	0.5	-2	-1.9	-2	-3	-0.5	-1.3	-1.2	3
CCCCCCCOC(=O)C[N+](C)(C)CCOC1CC2CCC1(C)C2(C)C (centres undefined)	9.9*	3.5	-2.2	4	-2.3	1	-8	-1.8	-1.2	-1.7	5
CCOc1cc(C(=O)NCc2ccccc2)ccc1OCC(=O)N1CCOCC1	2	0.8	0.0	-2	-1.6	0	4	-2.4	-0.2	-1.1	-9
CCC(=O)N1CCc2cc(Br)c(S(=O)(=O)NCCCN(C)Cc3ccccc3)cc21	-1	·	·	3	-2.5	0	1	-0.2	0.8	-0.5	-5

From PubChem
